# Apoferritin bind – binds horse apoferritin like a general anesthetic; P02791; apoferritin/1-aminoanthracene competitive binding, fluorescence; Potency, µM (top dose mostly 77.5 µM), without a hit: at the highest dose activity change, negative = displacement, actives largely listed as inhibitors; 0.074% of 350,000 active; AID 485281; also: potency is read from the fitted curve at half-maximal effect; % is scaled to controls: 0 for no effect and ±100 for the full control effect; nearly all actives have a fitted effect of over 20% in size
# Target sequence (P02791 2-175 limits assumed): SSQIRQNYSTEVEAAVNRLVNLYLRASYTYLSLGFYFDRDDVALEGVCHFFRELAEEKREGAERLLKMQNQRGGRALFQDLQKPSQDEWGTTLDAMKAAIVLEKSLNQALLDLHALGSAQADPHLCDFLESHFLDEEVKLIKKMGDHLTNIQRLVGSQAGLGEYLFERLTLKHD
#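 In PBS, apoferritin at 10 uM is loaded with 1-AMA from a 50% saturated solution. After 10 min of compound exposure at ambient temperature, reduced 535 nm fluorescence indicates probe displacement.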
# TRHR PAM – TRH receptor (human) allosteric enhancement | enhancement, % at 2 µM | TRHR cells, fluo-8 calcium fluorescence, EC20 TRH enhancement | P34981 | 0.66% of 360,000 active; in the data active = enhancement above about 30%; also: 0% is about no effect
#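 Enhancer read-out: after compound pinning and an initial kinetic agonist-mode read, an EC20 of TRH (10 nM final) was injected and fluo-8 calcium signal (Ex 480/Em 530) followed at 1 s/cycle for 100 cycles in TRHR-expressing cells.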
# RXFP1 antagonist – RXFP1 (human) relaxin receptor antagonism. HEK293-RXFP1, relaxin-stimulated cAMP HTRF, 30 min; stronger effect = lower value. 0.59% of 350,000 active. activity change, negative = inhibition, % at 57.5 µM. Q9HBX9;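 active = activity change of -60% or lower, but not beyond a set lower limit; inconclusive = change between -60% and -40%, or beyond the set limit; inactive = change above -40%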; also: % is scaled to controls: 0 for no effect and ±100 for the full control effect
# TRHR ag – agonists of human TRH receptor | P34981 | TRHR cells, calcium flux fluo-8, FDSS agonist mode | activation, % at 2 µM | 0.18% of 360,000 active; in the data active = activation above about 30%; also: 0% is about no effect
#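 Agonist-mode FDSS calcium read (Ex 480/Em 530, 1 s cycles) in 1536-well TRHR cells with fluo-8 dye, after 10-cycle baseline and 23 nL compound addition; TRH at EC20 (10 nM final) added afterwards for the enhancer phase.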
# D1 antag – human D1 dopamine receptor antagonism; HEK293 TREx D1 cells, calcium flux, dopamine EC80; stronger effect = lower value; 3.2% of 360,000 active; P21728; activity change, negative = inhibition, % at 10 µM; in the data active = activity change below about -30%; also: % is scaled to controls: 0 for no effect and ±100 for the full control effect
# Target sequence (P21728 whole entry, looked up): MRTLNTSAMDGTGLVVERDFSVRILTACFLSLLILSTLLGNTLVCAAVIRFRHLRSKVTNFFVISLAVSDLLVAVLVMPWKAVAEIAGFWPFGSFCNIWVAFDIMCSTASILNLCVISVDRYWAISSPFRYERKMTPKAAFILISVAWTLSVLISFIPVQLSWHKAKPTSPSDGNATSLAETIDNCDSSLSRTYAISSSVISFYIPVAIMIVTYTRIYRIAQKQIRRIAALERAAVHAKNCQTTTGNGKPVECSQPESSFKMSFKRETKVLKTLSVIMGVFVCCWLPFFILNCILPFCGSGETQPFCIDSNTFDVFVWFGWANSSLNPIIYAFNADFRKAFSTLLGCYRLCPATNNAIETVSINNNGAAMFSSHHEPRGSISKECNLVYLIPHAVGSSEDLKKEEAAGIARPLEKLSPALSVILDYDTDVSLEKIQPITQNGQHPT
#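 HEK293 T-REx cells expressing inducible, force-coupled D1 receptor; no-wash Ca dye, 30–90 min RT. Cmpd → 180 s read at 1 Hz → EC80 DA → 180 s read.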
# D2 PAM – D2 dopamine receptor (human) potentiation. 0.34% of 340,000 active. HEK293 T-REx D2, calcium flux, EC20 dopamine potentiation. potentiation, % at 10 µM;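 active = potentiation over 3 SD above the plate norm, cut at about 30% in these data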; also: 0% is about no effect
# Target sequence (P14416 whole entry, looked up): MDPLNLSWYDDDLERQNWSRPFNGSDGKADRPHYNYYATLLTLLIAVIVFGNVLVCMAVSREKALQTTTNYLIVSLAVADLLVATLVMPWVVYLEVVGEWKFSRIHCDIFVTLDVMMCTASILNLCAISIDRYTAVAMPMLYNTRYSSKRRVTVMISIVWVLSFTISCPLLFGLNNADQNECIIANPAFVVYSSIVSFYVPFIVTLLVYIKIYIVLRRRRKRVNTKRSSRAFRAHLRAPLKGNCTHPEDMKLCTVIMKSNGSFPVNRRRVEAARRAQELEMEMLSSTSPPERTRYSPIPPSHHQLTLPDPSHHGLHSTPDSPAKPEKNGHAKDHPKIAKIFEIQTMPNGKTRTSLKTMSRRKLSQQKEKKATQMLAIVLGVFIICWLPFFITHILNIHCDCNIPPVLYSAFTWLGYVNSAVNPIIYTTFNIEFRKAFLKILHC
#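 Potentiation of an EC20 dopamine calcium response measured kinetically over 180 s, after a preceding 180 s compound-only read flagging agonists. Cells: inducible Hek293 Trex D2 line, 4000/well, cultured overnight at 30 C before dye loading.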
# RXFP1 ag – agonists of human relaxin receptor RXFP1 | Q9HBX9 | HEK293T-RXFP1 cAMP TR-FRET, 30 min; response scale: percent of porcine relaxin response, buffer zero | Potency, µM (top dose mostly 57.5 µM), for inactives: top-dose activation, most hits filed as activators | 0.3% of 370,000 active; also: potency is read from the fitted curve at half-maximal effect; % is scaled to controls: 0 for no effect and ±100 for the full control effect; nearly all actives have a fitted effect of over 60% in size; many of its hits are not listed in these tables
#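 Agonist response is measured as cAMP accumulation in an RXFP1-transfected HEK293T line under PDE4 inhibition. Values are scaled between buffer-only and 29 nM porcine relaxin, and EC50s come from standard Hill equation fits.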
# D1 potentiator – human D1 dopamine receptor positive modulation; HEK293 TREx D1 cells, calcium flux, dopamine EC20 potentiation; 0.036% of 360,000 active; potentiation, % at 10 µM; P21728; in the data active = potentiation above about 30%; also: 0% is about no effect
# D1 agonist – agonists of human D1 dopamine receptor; 1% of 360,000 active; P21728; AID 504660; HEK293 T-REx D1 cells, calcium flux, agonist mode; activation, % at 2 µM; in the data active = activation above about 30%; also: 0% is about no effect
#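 Agonism was scored from calcium flux recorded over 180 s (1 read/s) after pintool compound addition, following a 10-cycle baseline. Cells were inducible force-coupled HEK293 TREx D1, plated overnight at 30 C and loaded with no-wash calcium dye.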
# * marks the source's active call; other numbers are inactive results; ? = inconclusive; · = no result given; & = joins results of further samples; [ ] = dose if it differs, or a comment. Unless noted, calls follow the shape of the dose curve; as a rule, active = well fitted curve in the direction sought with a large enough effect; inconclusive = small, poorly fitted or top-dose-only effect, or another doubt; inactive = no such curve, though single readings can be large; an effect the other way counts as inactive or inconclusive.
# Sequence of screens – TRHR PAM	TRHR ag	D1 antag	RXFP1 antagonist	RXFP1 ag	Apoferritin bind	D2 PAM	D1 potentiator	D1 agonist
> Cc1cccc(N(Cc2cc3ccccc3[nH]c2=O)C(=O)c2cccs2)c1
    -3	-0.1	-8	-11	2.5%	?	0	-9	5
> CCOC(=O)Cn1c(=O)n(C2CCCCC2)c2nc(-c3ccc(OCC)cc3)nc(C(N)=O)c21
    -12	0.4	28	·	-0.8%	-4%	0	-1	1
> Cc1ccc(NS(=O)(=O)c2ccc(Br)cc2)nc1
    -4	-0.3	12	10	1.5%	-2%	1	0	1
> CCOc1ccc(CCNC(=O)C2CCCN(c3nn4c(=O)cc(C)nc4s3)C2)cc1 (stereo not drawn)
    -2	-0.4	8	-3	0.9%	-4%	-6	-3	1
> O=C(CN1C(=O)NC2(CCCC2)C1=O)Nc1ccccc1C(F)(F)F
    0	0.1	15	-6	-0.1%	-7%	-3	-5	1
> O=C(O)c1ccccc1S(=O)CCO (stereo not drawn)
    -2	0.0	3	-10	2.1%	-20%	-3	5	2
> CC(C)C1N=C2c3ccccc3N=C(SCC(=O)NCCc3ccc(S(N)(=O)=O)cc3)N2C1=O (stereo not drawn)
    -1	-0.6	3	-26	0.4%	-4%	·	3	-1
> COc1ccc(N(CC(=O)N2CCN(c3ccc(F)cc3)CC2)S(=O)(=O)c2c(C)noc2C)cc1
    1&1	-0.1&-0.3	0&-7	-4	-0.9%&1.6%	-8%&62%	5&-4	-1&2	1&1
> COc1ccc(OC)c2[nH]c(=O)c(CCNS(=O)(=O)c3ccc(F)cc3)cc12
    20	-0.8	7	-7	-0.4%	2%	9	0	-1
> CC1Cc2ccccc2N1S(=O)(=O)c1cnc[nH]1 (stereo not drawn)
    0	0.3	9	5	0.0%	1%	-2	2	1
> COc1ccc(CN2CCN(C(=O)c3ccc(S(=O)(=O)NCc4ccco4)cc3)CC2)cc1F
    6	-0.7	-7	-24	2.1%	·	5	1	4
> Cc1nc2ccc(NS(=O)(=O)c3ccc(F)cc3F)cc2s1
    5	1.9	-12	1	-2.9%	·	15	-1	15
> O=C(Nc1cccc(-c2nc3ccccc3o2)c1)c1ccc(N2C(=O)C3C4C=CC(C4)C3C2=O)cc1 (stereo not drawn)
    8	1.1	3	-15	-2.8%	-21%	1	-3	4
> COc1cccc(C=Nc2ccccc2C(=O)Nc2nccs2)c1OC
    5	0.5	-18	3	6.6%	214%[activator]	3	-3	2
> Cc1cc(NC(=O)CSc2ncc(C(=O)Nc3ccc(F)cc3)c(=O)n2C)no1
    -3	0.1	·	6	5.7%	-8%	10	-1	1

# Ordered by the number under D1 antag (high to low): 3 of the compounds above.
# Sequence of screens – TRHR PAM	TRHR ag	D1 antag	RXFP1 antagonist	RXFP1 ag	Apoferritin bind	D2 PAM	D1 potentiator	D1 agonist
> Cc1ccc(NS(=O)(=O)c2ccc(Br)cc2)nc1
    -4	-0.3	12	10	1.5%	-2%	1	0	1
> CCOc1ccc(CCNC(=O)C2CCCN(c3nn4c(=O)cc(C)nc4s3)C2)cc1 (stereo not drawn)
    -2	-0.4	8	-3	0.9%	-4%	-6	-3	1
> Cc1cccc(N(Cc2cc3ccccc3[nH]c2=O)C(=O)c2cccs2)c1
    -3	-0.1	-8	-11	2.5%	?	0	-9	5

# The list continues:
# Sequence of screens – TRHR PAM	TRHR ag	D1 antag	RXFP1 antagonist	RXFP1 ag	Apoferritin bind	D2 PAM	D1 potentiator	D1 agonist
> C=CCc1c(OC)ccc2c1c(S(=O)(=O)c1ccc(C)cc1)cn2COC
    -9	-0.5	-7	-1	4.3%	14%	-7	0	17
> CCOC(=O)[C@H]1[C@H]2COc3ccc(OC)cc3[C@H]2N2C(=O)CNC(=O)[C@@]12C
    -2	-0.2	·	·	0.6%	·	-4	1	-1
> CCC(C)NCCCOc1c(C)cc(C)cc1Br (stereo not drawn)
    -2	1.1	11	-6	3.2%	-2%	-17	-7	32*
> O=C(Nc1ccc2oc(-c3ccc(Cl)c(Cl)c3)nc2c1)c1ncn[nH]1
    22	-1.3	0	-2	0.3%	13%	14	-2	3
> COc1cccc(NC(=O)CSc2nncn2-c2ccccn2)c1
    -10	-1.0	18	11	-0.1%	-5%	·	-2	1
> COC(=O)Cn1cc(C(=O)C2CC2)c2ccccc21
    -5	0.7	-2	14	0.3%	3%	-6	-5	0
> Cc1nn(C)cc1C1C(C#N)=C(N)N(c2ccc(F)c([N+](=O)[O-])c2)C2=C1C(=O)CCC2 (stereo not drawn)
    -2	0.8	-9	-9	1.0%	1%	-4	2	3
> O=c1cc2c(nn1Cc1ccc(Cl)cc1Cl)-c1ccccc1CC2
    0	1.0	25	2	3.7%	-23%	-7	-5	11
> CCC(=O)n1nc(-c2ccccc2)nc1N
    -4	-0.4	6	-14	-0.7%	-7%	0	0	0
> Cc1nc(NC(=O)/C=C/c2ccccc2)n[nH]1
    -1	-0.2	3	10	2.0%	-3%	6	2	-2
> CCCNc1nc(Cl)nc(NCc2cccnc2)n1
    -5	0.0	8	10	0.0%	-10%	2	2	1
> CCCCNC(=O)C1CCCNC1=O (stereo not drawn)
    6	-0.3	1	12	0.1%	-10%	-3	-2	5
> CCCCCC(=O)NNC(=S)NC(=O)c1ccccc1[N+](=O)[O-]
    -9	0.3	-5	-10	-2.0%	-13%	0	-1	5
> COCCN(CCOC)C(=O)c1sc2nc(-c3ccccc3)cn2c1C
    3	-2.3	1	1	3.0%	-7%	12	-4	1
> CN(C)CCCN(C(=O)c1ccc2c(c1)OCCO2)c1nc2ccc(Cl)cc2s1
    21	3.2	-23	·	0.5%	-8%	9	-3	33*
> O=C(Cc1ccccc1)Nc1nnc(-c2ccco2)s1
    2	-0.3	11	-5	1.3%	-16%	0	-4	3
> COc1cc(NC(=O)CSc2ccc(-c3sc(C)nc3C)nn2)cc(OC)c1
    -5	-0.2	2	?	2.6%	-13%	1	-5	3
> Cc1nn(-c2nc3ccccc3[nH]2)c(N)c1-c1ccc(Cl)cc1
    2	2.0	-2	-13	-1.9%	-2%	4	-1	6
> CC(=O)NCCc1ccc(S(=O)(=O)Nc2ccc(C)c(S(=O)(=O)N3CCOCC3)c2)cc1
    11	1.0	-8	34	-2.5%	-4%	6	3	1
> c1ccc(-c2ccnc3ncnn23)nc1
    8	0.7	-4	-2	8.2%	3%	-4	2	2
> CCOc1ccc(NS(=O)(=O)c2ccc(C(=O)NC3CCC(O)CC3)cc2)cc1 (stereo not drawn)
    -1	1.0	-6	-2	2.0%	·	-5	-4	1
> COc1ccc(Nc2ncnc3c2c(C)c(C)n3CCCN(C)C)cc1
    -13	0.4	-4	1	-2.5%	-5%	-7	-4	1
> OC(COCc1ccc2c(c1)OCO2)CN1CCC(Cc2ccccc2)CC1 (stereo not drawn)
    4	0.3	-6	-28	0.6%	-14%	-14	-11	14
> COc1cccc(OC)c1C(=O)Nc1ccc2c3c(cccc13)CC2
    0	0.2	-20	-9	1.5%	?	-2	-5	3
> COc1ccc(S(=O)(=O)n2nc(-c3ccc(Cl)cc3)cc2N)cc1
    5	0.5	8	-20	-3.1%	-8%	-2	-1	3
> C=CCn1c(COc2cccc(C)c2)nnc1SC(C)C(=O)NC1CC1 (stereo not drawn)
    5	0.0	-10	0	-0.4%	·	-4	·	7
> N#Cc1ccccc1OCCCN1CCC(Cc2ccccc2)CC1
    3	0.4	-11	1	3.7%	-14%	-27	-5	13
> C=CCNc1ncnc2c1cnn2-c1cccc(C)c1
    -3	0.1	6	·	0.2%	-1%	5	-3	-3
> CCn1cc(C(=O)N[C@@H](C)C(=O)OC)c(=O)c2cc3c(cc21)OCO3
    7	0.8	0	-1	-1.2%	5%	-4	-1	2
> COc1ccc2oc(=O)c(-c3csc(Nc4ccc(O)cc4)n3)cc2c1
    -2	-0.7	-20	-39	-2.6%	1%	·	-8	0
> O=C(CN1CCCC1c1cccs1)N1CCN(S(=O)(=O)c2cccc(F)c2)CC1 (stereo not drawn)
    0	0.3	11	-4	2.3%	·	·	-1	1
> CCCC(=O)Nc1ccc(-c2csc(N/N=C\c3ccncc3)n2)cc1
    0	0.5	-11	-33	-1.3%	-3%	6	-2	3
> O=C(CN1C(=O)S/C(=C\C=C\c2ccccc2)C1=O)N1CCOCC1
    4	0.5	-40*	-25	1.1%	-5%	-3	8	0
> O=C(N/N=C/c1cc([N+](=O)[O-])ccc1O)C1CC1
    0	0.6	-4	2	-0.9%	-12%	-10	-3	2
> Cc1ccc(C(=O)C[n+]2ccccc2C)cc1[N+](=O)[O-]
    1	0.3	0	4	-0.7%	-10%	7	-2	2
> CSCCC(NC(=O)c1cccc(C)c1)C(=O)OCC(=O)Nc1c(C)nn(-c2ccccc2)c1C (stereo not drawn)
    1	-0.7	18	-8	-1.0%	·	4	4	-1
> Cc1nc(SCC(=O)Nc2ccc(C)c(F)c2)c2oc3ccccc3c2n1
    -4	0.6	12	-4	?	-17%	-7	0	0
> COc1cccc(C(=O)Nc2cc(S(=O)(=O)N3CCCCC3)ccc2OC)c1
    -2	-0.1	-12	13	3.3%	8%	1	-7	-1
> CCN1CCN(C(=O)c2ccc(Cl)c(S(=O)(=O)N(C)c3ccccc3)c2)CC1
    -6	-0.4	0	-6	-0.1%	·	0	1	1
> Cc1nc(=O)c(-c2ccccc2)c(C)n1-c1ccc(O)c(C(=O)O)c1
    -3	-0.1	-7	-3	1.2%	-8%	-11	17	4
> CCn1c(SCC(=O)Nc2oc(-c3ccccc3)c(-c3ccccc3)c2C#N)nnc1-c1ccco1
    -4	0.2	-4	-3	0.6%	4%	-4	-4	2
> Cc1ccc(OCc2nnc(SCC(=O)N3CCOCC3)n2C)cc1
    4	0.7	0	17	0.1%	1%	1	2	3
> O=C1CCN2C=Nc3cccc4ccc1c2c34
    5	136*	-1	11	5.0%	·	-6	-4	170*
> CCN(C(=O)CSc1nc2ccccc2c(=O)n1-c1ccc(C)cc1)C1CCS(=O)(=O)C1 (stereo not drawn)
    -9	-0.1	6	9	3.5%	-9%	11	-12	0
> O=C(c1ccc(N2C(=O)C3CCCCC3C2=O)cc1)N1CCCCC1 (stereo not drawn)
    -9	0.5	21	1	0.8%	5%	-1	11	2
> COC(=O)c1ccc(COc2ccc3c(C)c(C)c(=O)oc3c2C)o1
    -2	-0.5	-24	-9	-1.3%	-7%	8	-2	1
> CN(C)S(=O)(=O)c1ccc2c(c1)nc1n2CCC1
    0	0.3	7	5	0.8%	-6%	·	-1	6
> Cc1cccc(OCC(=O)Nc2cccc(OCc3cc(=O)n4cccc(C)c4n3)c2)c1
    5	0.1	7	-19	5.1%	-6%	5	-2	1

# Screening data deposited in PubChem by National Center for Advancing Translational Sciences (NCATS).

# An excerpt; rates above refer to the full screens.
